# Screens: PubChem, several laboratories
# GASC-1 inh: human JMJD2C demethylase inhibition; Q9H3R0; GST-JMJD2C(1-420) H3K9me3 demethylation, DELFIA europium; inhibition, % at 2.35 µM; 330,000 tested, 0.069% active; AID 2099;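 active = more than half of a compound's replicate wells show inhibition beyond 50%, single wells judged on their own value; inconclusive = some, but no more than half, of replicates pass 50% inhibition; inactive = no replicate passes 50% inhibition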;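 note: signal counts dimethyl H3K9 product captured on neutravidin plate; 0% = median of DMSO wells and 100% = 0.3 times that DMSO median; strong numbers were not always called active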
# Efflux pump inh: antifungal efflux pump inhibition, Nile Red retention | inhibition, % at 10 µM | S. cerevisiae Candida pump triplex | 330,000 tested, 0.44% active | AID 485275;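 active = plate passing quality check with inhibition over a set limit, or well fluorescence over plate mean plus 4 SD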;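 note: Nile Red retained in pooled yeast measured as flow cytometry median fluorescence; 0% = buffer negative control and 100% = Enniatin B positive control; higher means more Nile Red kept so more efflux inhibition; some compounds called inactive have numbers as strong as hits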
# CTSL1 counter: cathepsin L1 inhibition, PFM18AAP counter-screen. recombinant F. hepatica cathepsin L1, Z-Leu-Arg-MCA fluorescence. inhibition, % at 5.96 µM. 300,000 tested, 0.49% active. AID 1906;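 active = inhibition above the mean of all tested compounds plus 3 SD, set per screening campaign, cut at about 17% in these data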;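 note: 0% = plate median of test compound wells and 100% = 1 µM Z-Phe-Ala-diazomethylketone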
# HCV core dimer: HCV core protein dimerization inhibition. inhibition, % at 5 µM. 300,000 tested, 0.33% active. TR-FRET GST/Flag-core106 dimerization, 1536-well;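 active = inhibition above the mean of all tested compounds plus 3 SD, set per screening campaign, cut at about 45% in these data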
#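 Test system: GST/Flag-tagged HCV core106 proteins; Medium: KF-containing HEPES buffer, pH 7.45, DTT, CHAPS, BSA; Times: compound-protein-antibody incubation 4 h at 22.5 °C; Detection: TR-FRET 671 and 617 nm emission; Benchmarks: wells lacking GST-core106 and wells with excess unlabelled core106.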
# PP5 primary: PP5 (human) phosphatase inhibition; P53041; purified PP5c, OMFP substrate fluorescence; inhibition, % at 6.7 µM; 320,000 tested, 0.18% active;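 active = inhibition above the campaign's mean inhibition across all tested compounds plus 3 SD, cut at about 9.5% in these data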;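 note: 0% = DMSO only and 100% = 100 µM cantharidin control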
# Target sequence (P53041 whole entry, looked up): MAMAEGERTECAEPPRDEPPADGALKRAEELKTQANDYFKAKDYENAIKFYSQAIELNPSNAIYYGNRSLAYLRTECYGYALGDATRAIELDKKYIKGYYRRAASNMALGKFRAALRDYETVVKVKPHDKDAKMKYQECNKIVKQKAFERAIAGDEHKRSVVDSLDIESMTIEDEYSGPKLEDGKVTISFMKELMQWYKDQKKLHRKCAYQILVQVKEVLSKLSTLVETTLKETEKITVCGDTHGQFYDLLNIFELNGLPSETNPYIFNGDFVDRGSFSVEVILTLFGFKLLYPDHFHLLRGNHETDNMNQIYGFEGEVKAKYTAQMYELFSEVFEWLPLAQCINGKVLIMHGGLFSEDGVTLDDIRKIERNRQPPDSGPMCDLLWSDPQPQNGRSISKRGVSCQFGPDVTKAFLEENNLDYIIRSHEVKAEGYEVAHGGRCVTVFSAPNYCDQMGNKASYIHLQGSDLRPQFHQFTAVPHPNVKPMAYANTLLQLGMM
# procasp7 counter: counter-screen for procaspase-3 activators: activators of human procaspase-7 | recombinant procaspase-7, Ac-DEVD-pNA absorbance 405 nm; D23A/D198A/D206A triple mutant, cannot self-cleave; scale: DMSO 0, 5 µM enzyme 100 | 330,000 tested, 0.093% active | activation, % at 8.5 µM | AID 463210;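 active = percent activation above the screen-wide mean plus 3 SD, cut at about 25% in these data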
#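 signal = Epi-absorbance of released pNA at 405 nm, two timepoints | assay system = Uncleavable procaspase-7 mutant enzyme | reagent = Ac-DEVD-pNA substrate, 400 µM as added | times = 1 h enzyme–compound preincubation and 2 h substrate reaction, both 25 °C | benchmarks = low DMSO alone, high DMSO plus 5 µM PC-7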
# PP1 counter: counter-screen for PP5 inhibitors: inhibitors of human PP1-alpha; purified PP1alpha, OMFP fluorescence; inhibition, % at 6.7 µM; 320,000 tested, 0.9% active;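 active = inhibition above the mean inhibition of all tested compounds plus 3 SD, computed separately for each screening campaign, cut at about 15% in these data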
# Target sequence (P62136 whole entry, looked up): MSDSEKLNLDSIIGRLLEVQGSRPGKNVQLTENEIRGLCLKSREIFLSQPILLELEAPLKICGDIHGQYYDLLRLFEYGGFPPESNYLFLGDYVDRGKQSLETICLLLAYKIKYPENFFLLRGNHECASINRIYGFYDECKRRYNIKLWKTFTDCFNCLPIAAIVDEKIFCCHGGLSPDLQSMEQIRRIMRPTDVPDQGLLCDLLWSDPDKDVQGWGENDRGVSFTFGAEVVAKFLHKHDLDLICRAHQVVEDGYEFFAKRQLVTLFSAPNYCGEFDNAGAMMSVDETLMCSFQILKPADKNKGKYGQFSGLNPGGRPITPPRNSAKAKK
# procasp3 activ: procaspase-3 (human) activation; P42574; recombinant procaspase-3 D3A, Ac-DEVD-pNA absorbance 405 nm; activation, % at 8.5 µM; 330,000 tested, 0.11% active;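 active = activation above the mean of all tested compounds plus 3 SD, cut at about 21% in these data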;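 note: 0% = DMSO alone and 100% = DMSO wells spiked with extra 5 µM PC-3 D3A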
# Target sequence (P42574 whole entry D9A/D28A/D175A): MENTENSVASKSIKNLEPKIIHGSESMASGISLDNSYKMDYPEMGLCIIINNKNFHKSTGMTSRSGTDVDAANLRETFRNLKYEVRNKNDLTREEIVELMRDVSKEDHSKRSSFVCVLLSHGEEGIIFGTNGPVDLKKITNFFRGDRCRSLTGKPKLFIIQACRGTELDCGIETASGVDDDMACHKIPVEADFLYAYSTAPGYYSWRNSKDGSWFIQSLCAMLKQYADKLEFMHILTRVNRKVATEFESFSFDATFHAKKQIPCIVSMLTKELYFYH
#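 System: Procaspase-3 D3A mutant. Medium: Zinc-free 300 mM NaCl, 50 mM HEPES, 0.01% Triton X-100. Schedule: 1 h preincubation plus 2 h reaction at 25 °C. Measured by: 405 nm absorbance of p-nitroaniline, reads at 0 and 120 min. Read-out: percent activation relative to control range.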
# TPT1 inh: blocks Candida albicans tRNA 2'-phosphotransferase; AID 1962; inhibition, % at 5 µM; recombinant caTPT1, FP RNA substrate dephosphorylation; 300,000 tested, 0.81% active;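 active = inhibition above the mean of all tested compounds plus 3 SD, set per screening campaign, cut at about 24% in these data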;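 note: plate controls were DMSO alone for no effect and ferristatin control at 100 nM for full effect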
# Active calls of the source: *; ? = inconclusive; / = not tested or not shown. Not a hit list. Share with any hit: about 2.9%.
SMILES	GASC-1 inh	Efflux pump inh	CTSL1 counter	HCV core dimer	PP5 primary	procasp7 counter	PP1 counter	procasp3 activ	TPT1 inh
Cc1cccc(-n2ncc3c(=O)[nH]c(SCC(=O)Nc4cc(C)on4)nc32)c1	3.1	-0.2	/	/	/	3.6	/	-0.3	/
C[C@H](CO)N1C[C@H](C)[C@@H](CN(C)C(=O)Nc2ccccc2)Oc2c(NC(=O)Nc3ccc(C(F)(F)F)cc3)cccc2C1=O	10.5	0.0	/	/	/	-2.2	/	-3.5	/
O=C(CC1CCCCC1)NCCOc1ccccc1	5.4	0.0	-2.9	12.8	-1.7	-9.7	-2.7	-7.3	-0.1
COC(=O)c1sccc1NC(=O)c1cccnc1	-3.3	-0.1	1.7	-3.4	-2.0	-2.4	-0.6	3.4	-1.6
O=C(O)CC1(c2ccc(F)cc2)C2CC3CC(C2)CC1C3 (configuration not stated)	5.7	-0.1	7.9	-3.7	0.3	2.3	5.4	-5.4	-1.0
COC(=O)c1ccc(NC(=O)CS(=O)(=O)c2ccccc2)cc1	0.4	0.0	-0.5	16.4	-0.9	10.7	-2.6	-3.6	3.4
COc1ccc(C(=O)NCc2nnc(SCC(=O)Nc3ccc4c(c3)OCO4)o2)cc1	1.0	-0.1	-0.9	7.1	0.3	-4.1	-2.1	-1.9	2.3
COCC(C)Nc1ccc(S(=O)(=O)N2CCCC2)cc1[N+](=O)[O-] (configuration not stated)	3.9	0.0	-2.9	1.5	-1.2	-5.5	-0.4	-5.5	0.7
O=C(O)c1ccc(Cn2c(=S)[nH]c3cc(Cl)ccc3c2=O)cc1	1.0	0.0	4.2	2.7	4.9	8.6	-3.3	1.3	3.4
CCCOC(=O)N[C@@H]1C(=O)N2C(C(=O)OCCC)=C(C)CS[C@H]12	-11.3	0.2	5.4	-7.4	-0.5	-8.7	-3.0	-4.5	1.6
COc1cccc2c3c(c(=O)[nH]c12)CCC(C)(C)O3	-8.8	0.1	2.0	-1.8	3.3	3.3	-1.5	2.6	-0.5
CCOc1ccccc1N1CC(C(=O)Nc2ccc3c(c2)OCCO3)CC1=O (configuration not stated)	2.2	0.0	-0.1	-1.0	0.0	7.4	-4.9	10.2	2.7
CCNC(=O)c1cc2c(=O)n3cccc(C)c3nc2n(Cc2ccc(C)cc2)c1=N	-24.2	0.4	-3.2	9.1	0.0	-12.7	-1.8	-13.1	2.5
Cc1nc2ccccc2nc(C)c1=NOCc1ccc(C#N)cc1	2.4	0.0	-0.5	9.4	-1.6	5.4	-0.5	2.0	0.2
O=C1NCC(COCc2ccco2)O1 (configuration not stated)	8.8	0.0	-1.5	-1.9	-2.3	1.1	3.1	5.6	1.5

# In a second layout: 2 of the compounds above.
# Results follow in this order: GASC-1 inh | Efflux pump inh | CTSL1 counter | HCV core dimer | PP5 primary | procasp7 counter | PP1 counter | procasp3 activ | TPT1 inh
CCNC(=O)c1cc2c(=O)n3cccc(C)c3nc2n(Cc2ccc(C)cc2)c1=N
  -24.2 | 0.4 | -3.2 | 9.1 | 0.0 | -12.7 | -1.8 | -13.1 | 2.5
Cc1nc2ccccc2nc(C)c1=NOCc1ccc(C#N)cc1
  2.4 | 0.0 | -0.5 | 9.4 | -1.6 | 5.4 | -0.5 | 2.0 | 0.2

# Next section
SMILES	GASC-1 inh	Efflux pump inh	CTSL1 counter	HCV core dimer	PP5 primary	procasp7 counter	PP1 counter	procasp3 activ	TPT1 inh
Cc1ccc(NC(=S)NCCN2CCOCC2)cc1F	-5.2	-0.1	-1.7	0.6	-1.4	4.8	-3.3	-1.1	-3.3
CCCCCCCOC(=O)C1=C(C)Nc2ncnn2C1c1cccs1 (configuration not stated)	0.4	0.1	3.2	-3.1	7.2	1.7	1.5	4.6	5.0
N#Cc1ccc(-c2ccc(F)cc2)nc1Oc1ccccc1	-1.8	0.0	-2.7	2.1	0.8	8.9	0.7	8.7	0.1
CCN(CC)CCCNC(=O)c1[nH]c2ccccc2c1Sc1ccc(Cl)cc1	-10.4	0.0	-1.6	5.4	2.9	-7.1	5.1	2.0	7.2
O=C(CN1C(=O)CCC1=O)Nc1ccc(Br)cc1	-2.2	-0.1	-0.8	-2.6	-1.9	-4.1	-1.1	3.8	0.8
Cc1ccc(F)cc1NC(=O)CSc1nc(Nc2ccccc2)nc(N2CCOCC2)n1	6.3	-0.1	0.3	2.1	-0.5	7.8	3.8	6.9	-2.8
Cn1c(-c2ccc(Cl)nc2)nc2cc(Cl)ccc21	-39.7	0.5	-2.5	-2.3	1.2	-7.4	-0.4	-3.4	2.4
Cc1cc(C(C)(C)C)n2nc(C)c(-c3ccccc3)c2n1	2.7	-0.1	-1.9	-4.8	-0.5	0.7	-0.4	-5.2	0.0
Nc1nonc1C(=O)N1CCCCC1	16.3	-0.1	-4.1	0.2	-0.4	1.0	1.1	5.3	-2.6
Cc1nn(C)c(=S)n1-c1ccc(Cl)cc1	-4.7	-0.1	-3.3	2.5	-0.5	7.6	-5.1	4.5	0.1
Cc1ccc(C)c(S(=O)(=O)N2CCC(c3nc4c(nnn4Cc4ccc(F)cc4)c(=O)[nH]3)CC2)c1	-9.9	-0.1	2.3	10.9	4.0	4.6	18.2*	2.4	-0.1
CCc1ccccc1NC(=O)Cn1nnc(C(=O)NCc2cccc(OC)c2)c1N	-5.8	0.0	-2.0	3.9	1.6	3.6	1.4	1.4	-3.2
CN1CCC(OC(c2ccccc2)c2ccccc2)CC1	-24.0	-0.1	8.5	7.0	-0.9	1.7	-4.3	7.8	-1.9
CCN(CC)CCCNC(=O)c1ccc(N2CCCCC2)c(NS(=O)(=O)c2ccc(C)cc2)c1	58.6	0.1	-1.8	-7.5	1.6	-5.7	1.1	2.9	-3.3
Cn1cc(C(=O)Nc2ccc(C#N)cc2)c2ccccc2c1=O	2.7	0.1	-2.4	3.4	1.7	-1.0	-2.0	-3.1	-2.3
O=[N+]([O-])c1ccc(NCCCNS(=O)(=O)c2ccccc2)cc1	-2.8	-0.4	2.0	-1.6	0.6	-3.1	-1.6	-12.1	-5.5
CCS(=O)(=O)c1ccc2oc(SCC(=O)NC(C)C3CC4CCC3C4)nc2c1 (configuration not stated)	-0.5	-0.1	0.3	-3.5	2.0	-5.9	1.2	5.6	-2.8
CC/C(C)=N/Nc1nc2c(c(=O)[nH]c(=O)n2C)n1CCc1ccccc1	4.4	0.6	-2.3	8.4	3.6	-11.5	3.7	-5.5	2.3
Nc1nc(SCc2cccc([N+](=O)[O-])c2)n[nH]1	21.6	-0.1	2.1	-7.0	-0.8	-3.9	-2.2	-0.5	-3.1
CC1(c2ccccc2)NC(=O)N(NC(=O)CSc2n[nH]c(N)n2)C1=O (configuration not stated)	23.6	0.0	1.7	-1.0	0.3	7.7	-0.3	-1.1	0.9
COc1ccc(/C=C2/SC(=O)N(CC(O)Cn3c4ccccc4c4ccccc43)C2=O)cc1 (configuration not stated)	10.0	-0.1	0.2	18.9	-1.6	-0.6	1.7	1.1	-0.9
CC(C)C[C@H](N)c1nnc(SCc2ccc(Cl)cc2)o1	?	0.1	4.1	-4.8	-1.4	7.1	-2.2	4.6	-3.4
Cc1ccc2cn[nH]c2c1NC(N)=S	6.4	0.0	-0.6	-4.0	0.8	-3.7	-0.4	-0.4	3.1
Clc1ccc(Nc2nc(NCCN3CCOCC3)nc(N3CCOCC3)n2)cc1	2.2	-0.1	18.5*	-9.0	-6.9	-3.3	1.0	-1.7	0.2
Cc1cccc(C(=O)NC2CCN(C(=O)Nc3ccccc3C)CC2)c1	-6.9	-0.1	-3.0	12.3	-2.6	0.6	-0.5	6.7	1.8
CC(C)NC(=O)Nc1cccc2c1O[C@H](CN(C)C(=O)Nc1ccccc1)[C@@H](C)CN([C@H](C)CO)C2=O	15.6	-0.1	/	/	/	-6.1	/	-1.0	/
COC(=O)c1cc([N+](=O)[O-])ccc1N1CCN(Cc2ccccc2)CC1	-0.1	0.1	0.0	-2.7	0.2	-2.6	-2.5	2.4	-5.1
O=C(NCc1ccco1)c1ccc(Cl)nc1	-3.1	0.1	0.4	-1.4	1.9	-5.1	-0.7	4.6	2.9
CCOC(=O)c1ccc(NC(=O)c2ccc(OC(C)C)c(OC)c2)cc1	1.2	0.1	4.0	-0.6	2.9	3.3	1.7	2.0	1.4
CCN1CCN(S(=O)(=O)Cc2ccccc2)CC1	-1.5	-0.1	-2.8	-2.6	1.7	-5.6	2.3	6.0	0.1
CCOC(=O)c1sc(NC(=O)C(C)(C)C)cc1C	2.6	0.0	1.4	1.8	-0.1	-4.0	-2.5	-0.4	-5.6
CCCCC1NC(C(=O)O)CS1 (configuration not stated)	-0.7	0.2	-3.0	-4.5	1.8	0.2	-4.3	0.3	1.3
COc1ccc(/C=C/C(=O)OCC(=O)NC(C)CCc2ccccc2)cc1OC (configuration not stated)	-6.6	-0.2	/	/	/	3.0	/	11.8	/
CC1CCc2cc(F)ccc2N1C(=O)c1ccncc1 (configuration not stated)	6.4	2.1	3.0	-5.3	-0.6	1.7	1.0	-4.6	-0.6
Nc1ncc(-c2ccccc2)c(-c2ccc(O)cc2O)n1	5.4	0.3	6.5	-2.7	2.9	-5.2	9.1	-8.1	-23.9
CC(=O)NCCc1nc2cc(NS(=O)(=O)c3ccccc3)ccc2n1C	-1.6	-0.1	7.1	1.1	-0.5	3.2	-1.2	-2.9	-3.7
CCN(CC)S(=O)(=O)c1ccc(Cl)c(NC(=O)COC(=O)c2ccc(O)cc2)c1	-0.4	-0.1	-6.3	2.1	-0.2	-5.8	-1.1	-0.5	2.1
CC(Oc1ccc(Cl)cc1Cl)C(=O)Nn1cnnc1 (configuration not stated)	-7.6	0.1	0.2	-1.3	2.8	7.2	-3.7	3.6	-0.4
Cc1c(Cl)cccc1NC(=O)Cc1ccc([N+](=O)[O-])cc1	-5.1	-0.1	-2.9	26.2	2.6	6.8	0.6	-3.3	-1.7
c1ccc(-n2nnnc2Sc2ncnc3sc4c(c23)CCCC4)cc1	28.7	0.5	-2.6	14.7	0.1	-1.2	-1.7	-5.7	-4.5
NC(=O)c1ccc(NC(=O)CNCc2ccccc2Cl)cc1	2.6	0.0	1.9	-8.0	2.6	-3.8	-0.8	-2.2	-3.1
NC(=O)CN1N=C(c2cc(Cl)sc2Cl)CSC1=O	0.3	-0.3	3.7	7.6	0.0	-17.4	0.8	0.8	-3.1
Cn1ncc(Br)c1C(=O)NCc1cccs1	6.9	0.0	-1.4	3.0	-1.8	-0.1	-3.6	0.3	-2.9
Cn1cccc1CNCc1ccccc1Cl	-16.1	-0.1	-1.2	3.3	-2.3	12.1	1.9	-3.4	-1.1
Cn1c(=O)[nH]c(=O)c2c1nc(SCCN1CCCCC1)n2CCCc1ccccc1	-4.6	0.1	-3.2	-3.9	-0.2	-32.5	-3.7	-22.6	1.2
